High-throughput results as filed in PubChem.
AHR act – AHR activators, primary screen, cell-based, luminescence, luciferase reporter, human; AHR-responsive luciferase reporter cells; Aryl hydrocarbon receptor (Homo sapiens), P35869; actives 2.5% (n = 320,000); activation, % at 5 µM; AID 2796, 2010; in the data active = activation above about 47%;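 also: 0% = vehicle wells and 100% = reference agonist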
PP5 primary – PP5 phosphatase inhibitors, primary screen, biochemical, fluorescence; purified PP5c, OMFP substrate fluorescence; inhibition, % at 6.7 µM; actives 0.18% (n = 320,000); Serine/threonine-protein phosphatase 5 (Homo sapiens), P53041; AID 1987, 2009;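 active = inhibition above the campaign's mean inhibition across all tested compounds plus 3 SD, cut at about 9.5% in these data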;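 also: 0% = DMSO only and 100% = 100 µM cantharidin control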
proCasp3 act – activators of human procaspase-3 D3A mutant, primary screen, biochemical, absorbance, PC-3 D3A mutant, single concentration | actives 0.11% (n = 330,000) | AID 463141, 2010 | Caspase-3 (Homo sapiens), P42574 | recombinant procaspase-3 D3A, Ac-DEVD-pNA absorbance 405 nm | activation, % at 8.5 µM;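 active = activation above the mean of all tested compounds plus 3 SD, cut at about 21% in these data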;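 also: 0% = DMSO alone and 100% = DMSO wells spiked with extra 5 µM PC-3 D3A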
Target sequence (P42574 whole entry D9A/D28A/D175A): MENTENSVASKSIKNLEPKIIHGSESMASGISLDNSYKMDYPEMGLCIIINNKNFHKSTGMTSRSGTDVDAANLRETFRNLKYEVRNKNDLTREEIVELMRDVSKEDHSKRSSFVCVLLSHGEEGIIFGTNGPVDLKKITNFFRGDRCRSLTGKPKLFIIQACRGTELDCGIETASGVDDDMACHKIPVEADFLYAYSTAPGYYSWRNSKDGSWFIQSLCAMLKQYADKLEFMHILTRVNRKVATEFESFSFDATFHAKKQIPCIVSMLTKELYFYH
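Test system: Procaspase-3 D3A mutant, all three cleavage aspartates alanine | Dosing: Single dose, 8.5 µM nominal compound, 0.8% DMSO | Schedule: 1 h preincubation, 2 h reaction | Technique: 405 nm absorbance of p-nitroaniline, reads at 0 and 120 min | Repeats: One well per compound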
CTSL1 counter – Fasciola hepatica cathepsin L1 inhibitors, primary screen, counter-screen for PFM18AAP inhibitor project, biochemical, QFRET, fluorogenic peptide substrate. AID 1906, 2009. inhibition, % at 5.96 µM. actives 0.49% (n = 300,000). recombinant F. hepatica cathepsin L1, Z-Leu-Arg-MCA fluorescence;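 active = inhibition above the mean of all tested compounds plus 3 SD, set per screening campaign, cut at about 17% in these data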;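 also: 0% = plate median of test compound wells and 100% = 1 µM Z-Phe-Ala-diazomethylketone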
TPT1 inh – Candida albicans TPT1 enzyme inhibitors, primary screen, biochemical, fluorescence polarization. tRNA 2'-phosphotransferase TPT1 (Candida albicans SC5314). recombinant caTPT1, FP RNA substrate dephosphorylation. inhibition, % at 5 µM. actives 0.81% (n = 300,000);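 active = inhibition above the mean of all tested compounds plus 3 SD, set per screening campaign, cut at about 24% in these data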;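 also: plate controls were DMSO alone for no effect and ferristatin control at 100 nM for full effect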
PP1 counter – PP1-alpha phosphatase inhibitors, primary screen, counter-screen for PP5 inhibitor project, biochemical, fluorescence, OMFP substrate, single point; purified PP1alpha; inhibition, % at 6.7 µM; actives 0.9% (n = 320,000); AID 2235, 2010;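 active = inhibition above the mean inhibition of all tested compounds plus 3 SD, computed separately for each screening campaign, cut at about 15% in these data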
Target sequence (P62136 whole entry, looked up): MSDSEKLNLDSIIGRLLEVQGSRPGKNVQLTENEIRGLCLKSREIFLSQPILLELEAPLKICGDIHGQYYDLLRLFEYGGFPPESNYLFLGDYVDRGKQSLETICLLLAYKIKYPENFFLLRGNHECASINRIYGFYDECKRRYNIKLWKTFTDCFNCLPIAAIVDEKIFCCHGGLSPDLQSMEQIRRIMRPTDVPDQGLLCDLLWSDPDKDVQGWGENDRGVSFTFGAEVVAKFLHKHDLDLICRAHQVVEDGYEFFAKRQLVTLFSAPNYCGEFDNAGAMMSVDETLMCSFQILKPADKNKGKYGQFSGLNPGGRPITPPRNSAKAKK
core dimer inh – inhibitors of HCV core protein dimerization, primary screen, biochemical, TR-FRET, high-throughput; TR-FRET GST/Flag-core106 dimerization, 1536-well; inhibition, % at 5 µM; actives 0.33% (n = 300,000); AID 1899, 2009;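 active = inhibition above the mean of all tested compounds plus 3 SD, set per screening campaign, cut at about 45% in these data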
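System: GST-tagged and Flag-tagged HCV core protein residues 1-106 / Input: core106 proteins, GST 13.5 nM and Flag 17 nM / Buffer or medium: KF-containing HEPES buffer, pH 7.45, DTT, CHAPS, BSA / Probe or stimulus: Eu-anti-GST and XL665-anti-Flag labelled anti-tag antibodies / Schedule: 4 h, 22.5 °C incubation / Technique: TR-FRET 671 and 617 nm emission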
procasp7 counter – procaspase-7 activators, primary screen, counter-screen for procaspase-3 activator project, biochemical, absorbance, HTS, human. Caspase-7 (Homo sapiens), P55210. recombinant procaspase-7, Ac-DEVD-pNA absorbance 405 nm; D23A/D198A/D206A triple mutant, cannot self-cleave; scale: DMSO 0, 5 µM enzyme 100. activation, % at 8.5 µM. actives 0.093% (n = 330,000). AID 463210, 2010;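 active = percent activation above the screen-wide mean plus 3 SD, cut at about 25% in these data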
Target sequence (P55210 whole entry D23A/D198A/D206A): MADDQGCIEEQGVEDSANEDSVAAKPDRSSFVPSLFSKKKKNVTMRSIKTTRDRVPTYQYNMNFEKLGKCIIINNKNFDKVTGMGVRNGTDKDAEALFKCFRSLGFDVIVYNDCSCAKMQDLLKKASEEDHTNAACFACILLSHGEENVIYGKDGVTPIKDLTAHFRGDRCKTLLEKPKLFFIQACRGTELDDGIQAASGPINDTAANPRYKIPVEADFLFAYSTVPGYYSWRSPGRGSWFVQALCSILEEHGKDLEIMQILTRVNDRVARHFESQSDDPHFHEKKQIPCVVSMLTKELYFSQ
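Assay system: Uncleavable procaspase-7 mutant enzyme; Input: 2 µM procaspase-7 mutant as dispensed; Also added: DEVD-pNA substrate; Medium: Zinc-free HEPES pH 7.4 with 300 mM NaCl, 0.01% Triton X-100; Timing: 1 h compound preincubation, 2 h substrate cleavage, 25 °C; Measured by: Epi-absorbance of released pNA at 405 nm, two timepoints.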
PAFAH2 inh – PAFAH2 enzyme inhibitors, primary screen, biochemical, fluorescence polarization, human; recombinant PAFAH2, FP-rhodamine activity probe; actives 0.99% (n = 340,000); AID 492956, 2010; Platelet-activating factor acetylhydrolase 2, cytoplasmic (Homo sapiens), Q99487; inhibition, % at 3.39 µM;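 active = inhibition above the mean over all tested compounds plus 3 SD, cut at about 30% in these data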;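 also: inhibitors block probe labeling of enzyme so polarization drops; 0% = enzyme with DMSO and 100% = wells lacking PAFAH2 protein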
Starred values were filed as active, the others as inactive; x = no result given.

SMILES | AHR act | PP5 primary | proCasp3 act | CTSL1 counter | TPT1 inh | PP1 counter | core dimer inh | procasp7 counter | PAFAH2 inh
O=C(CSc1nnnn1-c1cccc(F)c1)Nc1nc2ccccc2s1 | 33 | -1.0 | 6 | -2 | -4 | 1 | 7 | 3 | -5
CC1C(=NO)C(C)C(c2ccc(N(C)C)cc2)NC1c1ccc(N(C)C)cc1 (stereo unspecified) | 1 | 0.8 | 1 | 1 | -3 | -1 | -1 | 0 | -2
COc1cccc(N2CCN(CC(=O)NC3=Nc4ccccc4N=C(C)C3c3ccccc3)CC2)c1 (stereo unspecified) | 5 | -1.8 | -1 | 0 | -1 | 4 | 5 | 0 | x
CCOC(=O)CNC(=O)Cn1cnc2c(nnn2-c2ccc(OC)cc2)c1=O | -2 | -0.3 | 6 | 0 | 3 | 0 | -1 | 3 | -4
O=C(COC(=O)c1ccccc1)Nc1ccc2[nH]c(=O)[nH]c2c1 | -4 | 0.3 | -1 | 0 | 2 | -2 | -1 | 1 | -1
COC(=O)Cc1ccc(NC(=S)NCc2ccccc2Cl)cc1 | -6 | 3.0 | 4 | -4 | -1 | 3 | -5 | 11 | 0
COc1cc(/C=C/C(=O)O)cc(S(=O)(=O)N(CC(C)C)CC(C)C)c1OC | 2 | 1.8 | -3 | 5 | -1 | -2 | -2 | 4 | 2
Cc1cc(=O)oc2cc(NC(=O)c3ccnn3C)ccc12 | 0 | 0.9 | 7 | -2 | 0 | -3 | -2 | 8 | -6
CCOC(=O)N1CCN(C(=O)CNC(=O)C23CC4CC(CC(C4)C2)C3)CC1 | 1 | 2.5 | -4 | -4 | -1 | -5 | 6 | 3 | 4
O=C(C1CC(=O)N(C2CCCCC2)C1)N1CCN(c2cccc(C(F)(F)F)c2)CC1 (stereo unspecified) | -1 | 2.3 | -1 | 0 | -1 | 3 | 17 | 13 | 4
c1ccc(-c2csc(-n3cccn3)n2)cc1 | 5 | 5.0 | -1 | -5 | -4 | 0 | -4 | 0 | -2
COc1ccc(/C=C2\SC(=S)N(CCCC(=O)Nc3ccc(C(=O)O)cc3)C2=O)cc1OC | 1 | 2.2 | -7 | 6 | 23 | 8 | -7 | -14 | 3
Cc1csc(NC(=O)c2cc(-c3ccccc3)nc3ccccc23)n1 | 32 | 3.8 | 6 | -3 | 2 | 2 | 8 | -7 | -6
COc1ccc(-c2nn(C)c3sc(C(=O)NCCN(C)C)cc23)cc1OC | 6 | 0.9 | -1 | 5 | -3 | -2 | 3 | 8 | -2
CC(C)(C)c1ccc2c(c1)OC(C(=O)N/N=C\c1ccncc1)CO2 (stereo unspecified) | -1 | 0.7 | 1 | 0 | -3 | -1 | 1 | 17 | 1
CC1(C)CC(=O)c2cc3c(N)c(C(=O)NCc4ccccc4)sc3nc2C1 | 1 | 3.1 | -4 | 5 | -5 | 0 | 0 | -8 | 3
CCn1c(N)c(C(=O)NC2CCCCC2)sc1=S | 2 | -0.1 | 6 | 0 | 2 | 10 | -2 | 5 | 7
O=C(Cc1ccc(NS(=O)(=O)c2ccc(F)cc2)cc1)NCc1cccnc1 | 2 | 2.8 | 6 | -2 | -1 | 2 | 11 | 8 | 14
COCCn1c(SCC(=O)NC(=O)NC(C)(C)C)nc2ccccc21 | 4 | 1.3 | 12 | -4 | 0 | -3 | -4 | 1 | 3
O=C(CSc1n[nH]c(=O)[nH]c1=O)NCC1CCCCC1 | 3 | 3.2 | 4 | -4 | -1 | 3 | -7 | 0 | -2
Cc1nc2ccccc2nc1OCC(=O)NCc1ccc2c(c1)OCO2 | 1 | -4.3 | 3 | -2 | 4 | -2 | 1 | 11 | 6
O=C(Nc1ccccc1C(=O)O)c1cccc(NC(=O)c2ccc(Br)o2)c1 | 3 | 0.4 | -2 | -1 | -5 | -2 | -1 | 3 | -1
CN(C(=O)c1ccc(COc2ccccc2Cl)o1)c1ccccc1 | 3 | 2.3 | 1 | -2 | 0 | 3 | -12 | -4 | 10
O=C(NCC(c1cccs1)N1CCOCC1)c1ccccc1NS(=O)(=O)c1ccc(Br)cc1 (stereo unspecified) | 9 | 1.0 | -7 | -1 | -1 | 2 | 14 | 3 | 2
C/C(=N\NC(=O)CNc1cccc(C(F)(F)F)c1)c1cccc(Br)c1 | 75* | 7.6 | -6 | 3 | 1 | 7 | -4 | 5 | 7
CCCCn1c(C(C)NC(=O)COC)nc2ccccc21 (stereo unspecified) | -1 | -1.4 | -3 | -2 | -3 | -4 | 3 | 0 | 0
COc1ccc(NC(=O)CN(C)S(=O)(=O)c2ccccc2)cc1OC | 2 | -2.2 | -1 | -1 | -3 | -2 | -2 | 5 | 7
Cc1cc(-c2ccco2)n(CC(=O)NCCN(C)C)n1 | -1 | 1.0 | 7 | 0 | -1 | 2 | -3 | -4 | 1
Cc1ccn2cc(CNC(=O)c3ccc(Br)o3)nc2c1 | 17 | 1.4 | 10 | -1 | -1 | 3 | 1 | 8 | -2
COc1cc(/C=N/NC(=O)C23CC4CC(CC(C4)C2)C3)cc(Br)c1O | 3 | 1.2 | 9 | -2 | -4 | 0 | -3 | -7 | 1
COc1ccc(CCC(=O)OCc2csc(CC(=O)Nc3ccc(C)cc3)n2)cc1OC | 6 | x | 6 | x | x | x | x | -4 | 39*
Cc1cc(C(F)(F)F)n2ncc(-c3ccccc3)c2n1 | 13 | 2.0 | 5 | 0 | -3 | 1 | -6 | -8 | 3
COc1ccccc1N1CCN(C(=O)C2CCCN(S(=O)(=O)c3ccc4c(c3)oc(=O)n4C)C2)CC1 (stereo unspecified) | -1 | 3.9 | 0 | 0 | -1 | 0 | -5 | 10 | 1
CC(=O)c1cc(CN2CCC(C(=O)Nc3ccc(-n4nc(C)cc4C)cc3)CC2)cs1 | -2 | -0.2 | -8 | 1 | 0 | -3 | 2 | -6 | -4
CCc1ccc(N2C(=O)Nc3ccc(Br)cc3C2(O)C(=O)NCCN(C)C)cc1 (stereo unspecified) | 7 | -1.2 | 0 | -1 | 0 | -3 | 13 | 10 | -8
COc1ccc(Cl)cc1NC(=O)COC(=O)c1ccc(Cl)nc1 | 35 | 0.9 | -2 | x | x | 0 | x | 0 | 1
O=C(c1ccc(CS(=O)(=O)c2ccc(Br)cc2)o1)N1CCN(c2ccc(F)cc2)CC1 | 0 | 2.0 | 3 | 2 | 0 | -2 | 4 | 2 | -1
COc1ccc(-c2nc3nc(SC)nn3cc2C)cc1F | 1 | -0.4 | 2 | 2 | -2 | 1 | 2 | -1 | 1
CCC(C)NC(=O)C1CCCN(S(=O)(=O)c2ccc3c(c2)CC(C)N3C(C)=O)C1 (stereo unspecified) | -3 | 0.3 | 9 | -1 | -5 | -6 | 1 | 5 | 0
N#CCSc1nc2ccc(N3CCCCC3)cc2c(=O)n1Cc1ccccc1 | 9 | 3.7 | 0 | 6 | 13 | 23* | 27 | -12 | 2
Cc1nn(C)c(C)c1CNC(=O)c1cnn2c1NC(c1ccccc1)CC2C(F)(F)F (stereo unspecified) | 0 | 0.7 | 8 | -2 | -1 | -8 | -4 | -1 | 0
O=C(NC(=S)Nc1cc(C(F)(F)F)ccc1N1CCOCC1)c1sc2ccccc2c1Cl | 0 | -0.2 | -10 | -1 | 0 | 0 | -1 | -6 | 2
COc1ccc(S(=O)(=O)Nc2ccccc2OC)cc1NC(=O)Cc1cccs1 | 4 | 2.1 | 6 | 2 | -1 | -1 | 2 | 13 | 4
COc1ccc(OCCN2CCN(C3CC(=O)N(CCC(C)C)C3=O)CC2)cc1 (stereo unspecified) | 3 | -0.6 | -6 | 0 | 4 | 1 | 0 | -5 | 9
O=c1c2ccccc2c(C=Nc2ccc(S(=O)(=O)N3CCCCC3)cc2)c(O)n1-c1ccc(Cl)cn1 | 41 | 3.1 | 2 | 1 | 1 | 2 | 60* | -4 | -6
O=C1C2C3C=CC(C3)C2C(=O)N1Cc1ccc(CN2C(=O)C3C4C=CC(C4)C3C2=O)cc1 (stereo unspecified) | -1 | 3.5 | -8 | -6 | 1 | -3 | -3 | 6 | -2
Cc1ccc(S(=O)(=O)NCC(=O)NCC(=O)NC(C)c2ccccc2Br)cc1C (stereo unspecified) | -1 | 3.0 | -5 | -2 | 1 | 1 | 9 | 4 | 4
O=C(CSc1nnc(SCc2cccc3ccccc23)s1)N/N=C/c1c[nH]c2ccccc12 | 47* | 5.1 | 4 | -2 | -3 | 3 | 24 | -8 | -12
CC(=O)N(c1c(C)n(C)n(-c2ccccc2)c1=O)C1(C(=O)NC2CCCCC2)CCCCC1 | 1 | -0.5 | -6 | 1 | 0 | 3 | -10 | -7 | -7
COc1cccc(/C=N/n2c(-c3n[nH]c4c3CCC4)n[nH]c2=S)c1O | 24 | -0.2 | -3 | 0 | 0 | -4 | 1 | 5 | 0
CC(C)C[C@@H](COc1ccccc1)N1CCN(Cc2ccccc2)CCC1=O | 7 | -1.0 | -5 | 1 | -2 | 0 | -11 | 2 | 0
CC(Oc1cccc([N+](=O)[O-])c1)C(=O)NCCC1=CCCCC1 (stereo unspecified) | 3 | -2.1 | -2 | x | x | -4 | x | 9 | 2
O=C(CCCSc1ccc(Cl)cc1)Nc1cc(S(=O)(=O)N2CCOCC2)ccc1O | 1 | 0.0 | -15 | x | x | -3 | x | -20 | 79*
Cc1cc(NC(=O)CSc2nc(C3CC3)nc3sc(C)c(C)c23)no1 | 1 | -0.1 | 5 | 2 | 3 | -3 | 1 | -1 | 0

4 entries from above, sorted by the value under proCasp3 act, high to low.
smiles	AHR act	PP5 primary	proCasp3 act	TPT1 inh	core dimer inh	PAFAH2 inh
Cc1cc(NC(=O)CSc2nc(C3CC3)nc3sc(C)c(C)c23)no1	1	-0.1	5	3	1	0
COc1cccc(/C=N/n2c(-c3n[nH]c4c3CCC4)n[nH]c2=S)c1O	24	-0.2	-3	0	1	0
CC(=O)N(c1c(C)n(C)n(-c2ccccc2)c1=O)C1(C(=O)NC2CCCCC2)CCCCC1	1	-0.5	-6	0	-10	-7
O=C(CCCSc1ccc(Cl)cc1)Nc1cc(S(=O)(=O)N2CCOCC2)ccc1O	1	0.0	-15	x	x	79*
